# From PubChem
# SENP6 block: blocks the human protease SENP6. Recombinant SENP6 catalytic domain, aminoluciferin luminescence. inhibition, % at 10 µM. 330,000 compounds, 1.8% hits. AID 2599;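 active = inhibition above about 50% at the single tested dose, limit read from the data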;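 note: plate controls were DMSO wells with enzyme for no effect and DMSO wells lacking enzyme for full effect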
# ATG4B inh: blocks human ATG4B protease cleavage of LC3 substrate; Q9Y4P1; ATG4B cleavage of LC3-PLA2, NBD-HPC fluorescence, 1 h; inhibition, % at 8.33 µM; 340,000 compounds, 0.51% hits; in the data active = inhibition above about 40%
# GRIN3A LBD mod: NR3A (human) ligand-binding domain modulation; NR3A LBD differential scanning fluorimetry, Tm shift; 0% = protein alone, 100% = glycine-bound protein; Tm shift relative to glycine control, % at 25 µM; 340,000 compounds, 2.5% hits; AID 1259313;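 active = melting temperature shift of at least 10% of the positive control shift, at one fixed dose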
# SENP8 block: SENP8 (human) protease inhibition; Q96LD8; recombinant SENP8, Nedd8 substrate fluorescence; inhibition, % at 20 µM; 360,000 compounds, 0.64% hits; in the data active = inhibition mostly above about 40%, no sharp cut-off; inactive = mostly below about 27%
# Target sequence (Q96LD8 whole entry, looked up): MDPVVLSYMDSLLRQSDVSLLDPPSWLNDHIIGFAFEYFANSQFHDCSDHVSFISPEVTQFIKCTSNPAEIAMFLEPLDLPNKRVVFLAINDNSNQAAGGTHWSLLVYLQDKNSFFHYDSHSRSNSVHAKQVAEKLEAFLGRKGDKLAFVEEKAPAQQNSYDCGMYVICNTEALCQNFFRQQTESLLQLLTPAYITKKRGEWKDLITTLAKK
# SENP1 FRET inh: blocks the human SENP1 SUMO protease catalytic domain. inhibition, % at 10 µM. Q9P0U3. 360,000 compounds, 0.21% hits. recombinant SENP1 catalytic domain, CyPet-SUMO1-YPet FRET cleavage;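 active = inhibition at least 30% at 10 µM, raw YFP signal under a set limit, fluorescence ratio 0.5 to 1.5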;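 note: 0% = enzyme with DMSO and 100% = no enzyme wells; some results filed as inactive read as strong as hits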
# Target sequence (Q9P0U3 419-644 limits assumed): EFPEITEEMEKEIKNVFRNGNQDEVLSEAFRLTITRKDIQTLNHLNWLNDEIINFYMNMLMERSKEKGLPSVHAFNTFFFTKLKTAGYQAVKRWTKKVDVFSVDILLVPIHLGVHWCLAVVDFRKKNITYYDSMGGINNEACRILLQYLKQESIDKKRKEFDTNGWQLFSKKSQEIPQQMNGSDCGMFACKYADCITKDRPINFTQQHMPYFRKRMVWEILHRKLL
#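 Test system: human SENP1 catalytic domain; medium: Tris pH 8 buffer plus EDTA, NaCl, BME, BSA, NP40, catalase; incubation: 50 min reaction at room temperature; technique: FRET, CFP and YFP emission; controls: no-enzyme low control and enzyme-plus-DMSO high control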
# PfG6PD inh: PfG6PD (Plasmodium falciparum) enzyme inhibition; inhibition, % at 20 µM; PfGluPho enzyme, NADPH resazurin-diaphorase fluorescence; 350,000 compounds, 0.78% hits;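 active = inhibition reaching at least a set limit at 20 µM in the primary screen, cut at about 59% in these data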;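 note: 0% = DMSO wells with substrate and 100% = DMSO wells lacking glucose-6-phosphate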
# MPTP block: inhibitors of mitochondrial permeability transition pore; 360,000 compounds, 1.4% hits; isolated mouse mitochondria, Ca2+ swelling absorbance, 30 min; inhibition, % at 10 µM;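 active = inhibition of 50% or more, scaled per plate between neutral and stimulator controls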;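 note: 0% = DMSO wells given calcium and 100% = 1 mM EGTA wells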
# hIAP activ: human IAP activation; AID 2524; P09923; activation factor at 10 µM; purified human IAP, CDP-Star luminescence, 30 min; hits give high values; 1 = vehicle-only enzyme, 0 = enzyme-free background; 330,000 compounds, 0.16% hits;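 active = activation factor of the enzyme at least 2-fold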; note: the source names both 10 and 20 µM as test concentration; values of inactives mirror those of a sister screen read the other way
# Target sequence (P09923 whole entry, looked up): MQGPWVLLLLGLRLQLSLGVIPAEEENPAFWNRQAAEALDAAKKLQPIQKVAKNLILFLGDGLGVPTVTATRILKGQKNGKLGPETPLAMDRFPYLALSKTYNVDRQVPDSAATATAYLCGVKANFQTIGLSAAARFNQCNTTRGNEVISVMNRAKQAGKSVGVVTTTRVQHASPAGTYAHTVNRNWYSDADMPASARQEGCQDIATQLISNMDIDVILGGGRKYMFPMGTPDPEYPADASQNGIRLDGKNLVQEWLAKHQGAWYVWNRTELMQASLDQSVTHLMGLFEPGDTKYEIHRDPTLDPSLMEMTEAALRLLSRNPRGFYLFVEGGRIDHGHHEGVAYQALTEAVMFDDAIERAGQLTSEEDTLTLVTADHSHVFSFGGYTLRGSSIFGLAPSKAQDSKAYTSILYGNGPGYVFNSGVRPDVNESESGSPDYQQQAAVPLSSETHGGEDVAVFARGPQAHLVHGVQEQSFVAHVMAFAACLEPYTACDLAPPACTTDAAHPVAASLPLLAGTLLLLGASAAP
# Active calls of the source: *; i = inactive; . = not tested or not shown.
SMILES,SENP6 block,ATG4B inh,GRIN3A LBD mod,SENP8 block,SENP1 FRET inh,PfG6PD inh,MPTP block,hIAP activ
O=C(c1cc(-c2ccccc2)nc2ccccc12)N1CCN(C2CCS(=O)(=O)C2)CC1 (stereo not drawn),-16,0,0,-4,-2,-6,0.0,0.91
O=C1C(Cl)=C(N2CCCCC2)C(=O)N1Cc1ccccc1,15,1,-4,16,-23,8,1.9,0.81
CCn1c(C(O)c2ccc3c(c2)OCO3)nc2ccccc21 (stereo not drawn),6,-4,0,37,0,8,-0.6,0.91
O=C(CCS(=O)(=O)c1cc2c(cc1Cl)NC(=O)CO2)NCc1ccccc1,-8,2,-3,8,3,-11,-2.3,0.87
O=C(NCCN1CCOCC1)C1CCN(S(=O)(=O)c2ccccc2)CC1,.,.,.,18,1,-1,-0.6,.
O=C(OCc1cn(-c2ccc(Cl)c(Cl)c2)nn1)c1ccccc1Cl,-2,-4,-10,20,0,3,2.7,1.1
CCN(CC)c1ccc(C=C(c2nnnn2-c2ccccc2)c2nnnn2-c2ccccc2)cc1,-4,4,-2,8,-27,-3,-0.4,0.87
Cc1ccc(S(=O)(=O)CCC(=O)Nc2ccccc2C)cc1,-32,9,-2,4,0,-5,-1.2,1.1
NC(=O)C1CC(=O)N(c2ccc(OCc3ccc([N+](=O)[O-])cc3)cc2)C1 (stereo not drawn),0,4,-1,14,1,-8,0.1,0.88
Nc1nc2nc(-c3ccccc3)cc(=O)n2[nH]1,-25,-11,0,-4,2,-9,-1.3,0.82
COCCNCc1cc(C)n(-c2cc(S(=O)(=O)N3CCOCC3)ccc2N2CCCC2)c1C,.,-1,-1,6,-8,2,-1.4,.
CCN(CC)CCNC(=O)c1cc2c(-c3ccc(Cl)cc3)nn(C)c2s1,1,-7,-4,-428,-7,3,86*,1
CCCn1c(=O)c(C(=O)NCc2ccc3c(c2)OCO3)c(O)c2ccccc21,15,-2,0,-24,1,-14,1.0,1
COc1ccccc1N1CCN(CC(=O)c2c(C)n(C)c3ccccc23)CC1,6,-5,0,9,0,-2,-0.5,0.99
CC(=O)N1[C@H](C)C=C[C@]1(Cc1ccccc1)C(=O)NCCN1CCOCC1,-6,-3,-2,10,-4,1,-0.8,0.85
CC(=O)Oc1ccc(C(=O)NCc2ccco2)cc1,16,-8,-1,7,0,1,-0.9,1
COc1ccccc1C1C2=C(N=c3s/c(=C/c4cccc(OCC(=O)O)c4)c(=O)n31)c1ccccc1CC2 (stereo not drawn),.,50*,4,-42,36*,-13,3.8,.
COc1ccc(C(=O)Nc2ccc(C(=O)NCCc3ccc(OC)c(OC)c3)cc2)cc1,-5,-5,8,5,3,-18,-0.9,1.3
O=C(Nc1ccc(F)c(Cl)c1)Nc1csc2ccccc12,-14,28,39*,8,1,17,76*,0.92
COc1ccc(C(=O)NC(C)CCc2ccccc2)c(OC)c1 (stereo not drawn),-3,-4,-1,21,2,9,1.2,0.87
CCCn1c(SCC(=O)N2CCCCC2)nc2c1c(=O)n(C)c(=O)n2C,12,4,1,13,0,-4,-1.6,1.1
CCN(CC)C(=O)Cn1cnc([N+](=O)[O-])n1,-16,9,2,34,-5,-12,-2.1,0.89
Cc1[nH]nc2c1C(c1ccoc1)C(C#N)=C(N)O2 (stereo not drawn),7,3,1,28,-1,11,-0.8,0.95
Cc1sc2ncn(CC(=O)NCc3ccco3)c(=O)c2c1-c1ccc(F)cc1,-8,-5,-2,-7,-6,7,2.0,1.1
Cc1cc(C(=O)Nc2ccc(Cl)cc2)on1,-7,-2,1,12,1,16,-1.2,1
# The results go on:
SMILES,SENP6 block,ATG4B inh,GRIN3A LBD mod,SENP8 block,SENP1 FRET inh,PfG6PD inh,MPTP block,hIAP activ
CCOc1cc(CNC2CCCC2)ccc1OCc1ccccc1Cl,6,2,-1,32,2,-12,7.4,1
Cc1ccc(-c2csc(NC(=O)C3=COCCO3)n2)cc1C,45,-5,.,-62,-14,.,4.6,1
CC(C)COc1ccc(C(=O)OCC(=O)N(C)CC(=O)Nc2ccc(F)cc2)cc1,4,8,4,16,2,-5,0.2,0.97
CCOC(=O)CSc1ccc(C(=O)Nc2ccc(OC)cc2)cn1,5,-11,0,2,1,14,-1.5,1.1
CC1=Nc2ccccc2/C1=C/c1sc(=S)n(-c2cccc(C(=O)O)c2)c1O,.,60*,-24,15,-41,-12,2.8,.
CC1(C)C(=O)Nc2ccccc2N1C(=O)COc1ccccc1C#N,0,0,-1,6,5,5,0.1,1.2
CCC(=O)OCCNc1nc(-c2ccccc2)nc2ccccc12,-13,0,-19,-44,0,5,0.4,1
COC(=O)c1cn(C(=O)c2cc(Br)ccc2Cl)c2ccccc12,-22,-5,0,-7,2,2,-0.8,1
CC(C)C(c1nnnn1CCc1ccccc1)N1CCOCC1 (stereo not drawn),-1,-4,-1,4,0,0,-0.6,0.96
Cc1cccc2c1NC1(CCCC1)CC2C (stereo not drawn),-52,-1,0,17,0,15,2.7,1.1
CC(=O)N1CCN(C(=O)c2ccccc2NS(=O)(=O)c2ccc(F)cc2)CC1,-2,-25,2,5,2,7,-1.4,1
COc1cccc(NC(=O)CN(C)C(=O)CSCc2nc3scc(-c4cccs4)c3c(=O)[nH]2)c1,1,-22,-13,-45,0,-3,-0.9,0.82
CCN(CC)c1nc(Nc2ccc([N+](=O)[O-])cc2)nc(N(CC)CC)n1,-3,0,-7,22,-1,33,2.0,0.86
CCOc1ccc(S(=O)(=O)N(C)c2ccc(OCC(=O)Nc3nccs3)cc2)cc1,8,-4,-1,6,0,4,-1.8,1.1
C/C=C1\COC(C(=O)NCc2cccc(OC)c2OC)(C(F)(F)F)C=C1C=C1CCCCC1 (stereo not drawn),7,6,3,2,-1,21,0.3,1.1
Cc1nc2ccc(C(=O)N/N=C/c3ccccc3O)cc2[nH]1,5,-9,-3,2,-14,-10,3.1,1.7
COc1cc(OC)cc(C(=O)NNC(=O)CCNS(=O)(=O)c2ccc(Br)cc2)c1,-4,-3,0,12,1,-14,-0.9,1.3
O=C(N/N=C/c1ccc2cccnc2c1)c1nc2ccccc2c(=O)[nH]1,-4,4,-5,-158,0,1,0.0,2.7*
COc1ccc(C(C(=O)NC2CCCCC2)N(Cc2ccco2)C(=O)c2snc(C(N)=O)c2N)cc1 (stereo not drawn),-13,-1,0,-295,-14,5,-2.2,1
CCC(=O)Nc1ccccc1C(=O)OCC(=O)Nc1ccc(S(N)(=O)=O)cc1,-12,7,0,-30,-1,-4,-1.8,1
Cn1c(=O)c2c(ncn2CC(=O)N/N=C/c2ccc(Br)s2)n(C)c1=O,-9,31,1,15,1,-1,-0.3,0.93
c1ccc2nc(N3CCN(Cc4ccc5c(c4)OCO5)CC3)cnc2c1,-3,-5,1,-89,-13,2,0.2,0.88
CCCCCCC(=O)Oc1ccc(N2C(=O)CCC2=O)cc1,-3,-8,-5,2,4,12,0.6,1.2
CCOCCCNC(=O)C(c1ccc(C)cc1)N(Cc1cccs1)C(=O)c1ccccc1O (stereo not drawn),-5,-5,3,16,1,-15,0.5,0.96
CCOc1ccc(/C=N/NC(=O)c2ccccc2C)cc1CN1CC2CC(C1)c1cccc(=O)n1C2 (stereo not drawn),-21,0,0,-10,0,16,-0.5,0.93

# In the list so far, four have a furan ring, fused or not.
SMILES,SENP6 block,ATG4B inh,GRIN3A LBD mod,SENP8 block,SENP1 FRET inh,PfG6PD inh,MPTP block,hIAP activ
CC(=O)Oc1ccc(C(=O)NCc2ccco2)cc1,16,-8,-1,7,0,1,-0.9,1
Cc1[nH]nc2c1C(c1ccoc1)C(C#N)=C(N)O2 (stereo not drawn),7,3,1,28,-1,11,-0.8,0.95
Cc1sc2ncn(CC(=O)NCc3ccco3)c(=O)c2c1-c1ccc(F)cc1,-8,-5,-2,-7,-6,7,2.0,1.1
COc1ccc(C(C(=O)NC2CCCCC2)N(Cc2ccco2)C(=O)c2snc(C(N)=O)c2N)cc1 (stereo not drawn),-13,-1,0,-295,-14,5,-2.2,1

# (continued)
SMILES,SENP6 block,ATG4B inh,GRIN3A LBD mod,SENP8 block,SENP1 FRET inh,PfG6PD inh,MPTP block,hIAP activ
CCOC(=O)CNC(=O)c1sc2ncnc(N3CCc4ccccc4C3)c2c1C,0,2,1,-75,-2,-5,-2.3,0.96
Cc1cc(=O)oc2cc(OCC(=O)OC(C)C(=O)NC3CCCC3)ccc12 (stereo not drawn),-3,1,-1,-120,4,-7,-1.1,1.1
O=S(=O)(Nc1ccc(Br)cc1)c1cccc2nonc12,5,-8,-5,16,1,-13,0.4,0.7
CCN(CC(=O)O)S(=O)(=O)c1cc(Cl)ccc1Cl,-1,-5,2,5,2,-9,-1.4,0.97
COc1cc(OC)c(OC)cc1CNCC1COc2ccccc2O1 (stereo not drawn),25,1,0,12,4,-4,-0.4,1.1
CCN1C(=O)N(C)[C@@H](c2ccccc2)C(C(C)=O)=C1C,-3,13,0,26,4,-4,-1.2,0.91
CCCCC(CC)CNC(=O)CC1Nc2c3ccccc3nc(=S)n2C1=O (stereo not drawn),-7,6,0,-6,0,-19,6.0,0.91
COc1ccc(S(=O)(=O)NCC(c2ccc(C)cc2)N2CCN(C)CC2)cc1OC (stereo not drawn),-19,0,3,6,3,6,-1.8,1
CC(=O)Nc1ccc(S(=O)(=O)Nc2nc3ccccc3nc2N2CCCCCC2)cc1,9,6,-5,-271,-22,-19,6.6,1.1
CC1(C)Cc2c(C#N)c(N3CCN(C(=O)c4ccccc4)CC3)nc(-c3ccco3)c2CS1,-17,13,-3,i,-21,40,1.4,0.97
CCOC(=O)c1cc(-c2cccc([N+](=O)[O-])c2)n[nH]1,-8,-5,33*,26,1,19,0.5,1.1
CC1=C(C(=O)Nc2ccccn2)C(c2cn(C)nc2C)C2=C(CCCC2=O)N1 (stereo not drawn),11,-2,-3,-346,-67,-7,0.2,0.92
CCC(=O)c1ccc(OCC(=O)OC(C)C(=O)N2CCc3ccccc32)cc1 (stereo not drawn),-3,0,0,1,2,-2,2.1,1
C#CCOCCOCCOCCNc1nc(N2CCN(C(=O)CCCCCCCCCCNC(=O)Cn3cc(CCCCCN)nn3)CC2)nc(N2CCN(C(=O)CCCCCCCCCCNC(=O)[C@H]([C@@H](C)CC)n3cc(CCCCCN)nn3)CC2)n1,-25,20,28*,21,0,66*,163*,0.83
CC1(C)Cc2cccc(OCC(=O)N3CCN(c4ccc([N+](=O)[O-])cc4)CC3)c2O1,-7,-8,3,19,-5,7,2.1,0.8
Cn1c2ccccc2c(=O)c2ccc(C#CC3(N)CCCCC3)cc21,-12,-5,-4,-465,-29,20,-0.4,0.99
C[C@H]1CN([C@@H](C)CO)C(=O)c2cc(/C=C/c3ccccc3)cnc2O[C@H]1CN(C)C(=O)c1cccc(F)c1,.,.,.,-401,-1,6,-0.9,.
O=[N+]([O-])c1ccccc1N(CC1CO1)S(=O)(=O)c1ccccc1 (stereo not drawn),-7,-5,0,10,-1,1,0.7,0.86
O=C(CN1C(=O)NC2(CCCCC2)C1=O)Nc1ccc(Cl)c(S(=O)(=O)N2CCOCC2)c1,-6,3,0,7,1,-4,-0.4,1.1
CC1CCC(NC(=O)CCNC(=O)c2ccccc2)CC1 (stereo not drawn),13,8,0,19,3,-16,1.3,0.93
COc1cc2c(=O)n(CCC(=O)NCC3CCCO3)c(=O)n(CC(=O)c3ccc(Cl)cc3)c2cc1OC (stereo not drawn),7,-6,0,20,5,-3,1.5,1
Cc1ccc(Cl)cc1N1CCN(C(=O)Cc2c(C(=O)O)[nH]c3ccc(Cl)cc23)CC1,-20,32,4,8,0,-42,-0.7,0.79
Cc1ccc(C(=O)N/C(=C\c2ccc(-c3ccccc3[N+](=O)[O-])o2)C(=O)NCCN(C)C)cc1,30,-1,1,-9,-50,11,0.9,1.2
Cc1nn(Cc2ccc(C(=O)Nc3nc4c(C)cccc4s3)o2)c(C)c1Br,-18,34,3,-448,-2,-34,0.3,0.9

# With a hit mark in PfG6PD inh, of those listed so far:
Compound | SENP6 block | ATG4B inh | GRIN3A LBD mod | SENP1 FRET inh | PfG6PD inh | MPTP block | hIAP activ
C#CCOCCOCCOCCNc1nc(N2CCN(C(=O)CCCCCCCCCCNC(=O)Cn3cc(CCCCCN)nn3)CC2)nc(N2CCN(C(=O)CCCCCCCCCCNC(=O)[C@H]([C@@H](C)CC)n3cc(CCCCCN)nn3)CC2)n1 | -25 | 20 | 28* | 0 | 66* | 163* | 0.83
